GlmU inhibition: inhibition of mycobacterial GlmU enzyme – biochemical, glucosamine-1-phosphate acetyltransferase (AID 1376); M. tuberculosis GlmU acetyltransferase enzyme assay; higher % means a stronger effect; 0.25% of 220,000 active; inhibition, %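 (tested at 30 µM in the primary screen)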, or IC50 in µM where a hit was titrated; Bifunctional protein GlmU (Mycobacterium tuberculosis (strain ATCC 25618 / H37Rv)); in the data active means inhibition above about 13%;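 further: 0% = complete reaction with vehicle and 100% = reaction without substrate; strong numbers were not always called active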
Mtb RmlCD inh: M. tuberculosis RmlC/RmlD coupled enzyme inhibitors, primary screen, biochemical, compound mixtures, 384-well, from 1536-well plates; 0.03% of 160,000 active; dTDP-4-dehydrorhamnose reductase (Mycobacterium tuberculosis (strain ATCC 25618 / H37Rv)) …; RmlC+RmlD coupled enzyme assay, percent inhibition; primary screen in compound mixtures; inhibition, % at 3.6 µM; in the data active means inhibition mostly above about 34%, no sharp cut-off; further: some results filed as inactive read as strong as hits
Target sequence (P9WH09 whole entry, looked up): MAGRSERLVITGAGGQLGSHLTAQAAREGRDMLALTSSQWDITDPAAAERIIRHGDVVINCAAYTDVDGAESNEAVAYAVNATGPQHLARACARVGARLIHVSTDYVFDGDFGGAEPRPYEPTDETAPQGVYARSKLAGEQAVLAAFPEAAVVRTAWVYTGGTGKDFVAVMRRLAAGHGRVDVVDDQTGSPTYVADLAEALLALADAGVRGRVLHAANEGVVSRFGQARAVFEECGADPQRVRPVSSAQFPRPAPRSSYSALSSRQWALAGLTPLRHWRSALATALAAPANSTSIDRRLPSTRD
Target sequence (P9WH11 whole entry, looked up): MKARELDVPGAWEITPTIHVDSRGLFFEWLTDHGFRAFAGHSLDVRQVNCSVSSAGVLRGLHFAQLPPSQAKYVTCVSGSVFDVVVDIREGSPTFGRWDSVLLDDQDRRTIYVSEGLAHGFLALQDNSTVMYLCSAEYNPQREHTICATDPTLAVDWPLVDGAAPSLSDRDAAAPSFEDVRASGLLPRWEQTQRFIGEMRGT
Numbers without * were called inactive; . = no result given. These rows are one share of the data; count on the stated rates, not on these rows.

SMILES	GlmU inhibition	Mtb RmlCD inh
CCOP(=O)(CN(CC)C(=O)c1ccccc1Br)OCC	3.8%	-1.9
CCN(CC)CCCOC(=O)c1ccc(OC)cc1O	7.8%	.
O=C(Nc1nc(-c2cc(Cl)sc2Cl)cs1)c1cccs1	-0.9%	8.9
COc1cccc(/C=C/C(=O)OCC(=O)NCc2ccc(Cl)cc2)c1	0.9%	-15.2
Cc1ccc(C2=NOC(C)(c3nnc(-c4ccc(Cl)cc4)o3)C2)cc1 (stereo unspecified)	-1.8%	.
CN(C)CCn1c(C(=O)O)cc2ccccc21	-1.7%	-47.0
CCc1nnc(NC(=O)CN2C(=O)c3ccccc3C2=O)s1	-6.1%	38.1
COc1ccccc1C1=NOC(C)(c2sc(-c3ccccc3)nc2C)C1 (stereo unspecified)	2.8%	.
NC(=O)CCCSc1nc2ccccc2[nH]1	-2.2%	-9.5
CCn1c(-c2csc3ccccc23)n[nH]c1=S	4.3%	.
O=C(/C=C/c1ccccc1)c1c[nH]c2ccccc12	2.6%	-9.7
CCn1c(O)c(C(c2ccccn2)c2c(O)n(CC)c(=S)[nH]c2=O)c(=O)[nH]c1=S	2.7%	83.9
Cc1ccc2c(c1)C(O)(CC(=O)c1ccc(C)s1)C(=O)N2 (stereo unspecified)	9.0%	-8.5
O=C(Cn1cnc2scc(-c3cccc([N+](=O)[O-])c3)c2c1=O)NCc1ccco1	4.2%	15.2
Cc1cc(C)nc(N/N=C2/CCCC/C2=C\c2ccccc2)n1	-2.8%	6.7
Cc1csc(=Nc2ccccc2)n1Cc1ccco1	-2.5%	9.7
CSc1ccc(C(=O)C2CCCN(Cc3cc4ccccc4[nH]3)C2)cc1 (stereo unspecified)	0.5%	-8.0
CNNC(=S)Nc1cccc(C(F)(F)F)c1	4.6%	-13.1
Nc1cc(N)nc(SCC(=O)N2CCCCC2)n1	2.9%	.
Cn1ncc(C#N)c1NC(=O)C1CC(c2c(F)cccc2Cl)=NO1 (stereo unspecified)	5.9%	2.4
CCOC(=O)N1CCN(c2cc(C)c([N+](=O)[O-])cc2F)CC1	1.3%	-12.1
CCOC(=O)C1=C(C)NC(=O)NC1c1ccccc1Cl (stereo unspecified)	0.2%	-6.7
COc1cc(OC)c2ccc(=O)oc2c1C(CC(=O)N1CCOCC1)c1ccc(N(C)C)cc1 (stereo unspecified)	-0.5%	4.0
Cn1c(=O)c2c(nc(N3CCc4ccccc4C3)n2Cc2ccc(Br)cc2)n(C)c1=O	2.7%	8.4
c1cncc(-c2nnc(-c3cccs3)o2)c1	1.2%	.
CC(=O)c1cc(C#N)c(SCC(=O)Nc2nccs2)nc1C	3.0%	-6.3
Cc1cccc(NC(=S)N(Cc2cccc(Br)c2)CC2CCC(C(=O)O)CC2)c1 (stereo unspecified)	2.8%	-4.2
Cc1cccc(C(=O)OCC(=O)NCc2cccs2)c1	-0.4%	-7.6
O=C(NCc1cccc(C(F)(F)F)c1)C1CC(c2ccccc2C(F)(F)F)=NO1 (stereo unspecified)	1.0%	.
CC1CC2(CCCCC2)Nc2ccc3ccccc3c21 (stereo unspecified)	-0.2%	-6.4
O=C(Nc1ccc(N2CCN(c3ccc(C(F)(F)F)cn3)CC2)nc1)c1cccs1	-1.3%	10.2
CCOC(=O)CSc1cc(=O)n(CC)c2ccccc12	-1.9%	.
COC(=O)c1ccc(-n2cncn2)c([N+](=O)[O-])c1	1.0%	-10.4
O=C(NC(=S)NCCC1=CCCCC1)c1ccco1	-3.0%	9.6
O=C(Cn1c(COc2ccccc2)nc2ccccc21)Nc1cc(Cl)cc(Cl)c1	2.2%	.
O=c1cc(N2CCCCC2)c(-c2ccccc2)nn1Cc1cccc(Cl)c1	-1.7%	.
O=C1NC(=O)C(Cc2ccccc2)(c2cccnc2)N1 (stereo unspecified)	-3.0%	65.1
O=S1(=O)CC/C(=N\O)c2ccccc21	1.7%	.
COc1cccc(CC2(CO)CCCN(CC3=Cc4cc(Cl)ccc4OC3)C2)c1 (stereo unspecified)	26.0%	-4.1
Cc1ccc(Sc2nnc(-c3ccccc3)cc2C#N)cc1	-3.8%	.
COC(CNC(=O)C(=O)NCC1OCCN1C(=O)c1ccc(Cl)cc1)OC (stereo unspecified)	3.7%	.
CCn1c(O)c2ccc(C(=O)N=NC(=O)c3cccnc3)cc2c1O	5.5%	3.8
CNc1nc2c(Cl)cc(Cl)cc2s1	4.0%	-8.6
CC(=O)O[C@@H]1[C@H]2[C@@H](C[C@@H](C)[C@@H]3CCC(=O)[C@@]13C)OC(=O)[C@@H]2C	2.9%	4.9
O=c1[nH]c(NCc2ccccc2)nc2c1CCC2	2.2%	.
Cc1ccc(S(=O)(=O)C(CCC(=O)N2CCOCC2)S(=O)(=O)c2ccc(C)cc2)cc1	0.7%	-3.2
CCCC(c1nnnn1Cc1ccc(F)cc1)N1CCN(CC)CC1 (stereo unspecified)	-6.4%	-12.2
O=C(COC(=O)c1cc([N+](=O)[O-])ccc1NCCO)Nc1ccc2c(c1)OCO2	2.2%	.
CCCCNC(=O)c1ccc(CNc2c(N3CCC(C(=O)OCC)CC3)c(=O)c2=O)cc1	4.2%	.
COc1ccc(C(C)C)cc1S(=O)(=O)Nc1ccncc1	-4.2%	0.2
O=C(CN(C(=O)CSc1nc2ccccc2o1)c1ccccc1)NC1CCCCC1	-4.8%	1.0
COc1ccc(N/C=C(\C(C)=O)c2ccc(OC)c(OC)c2)cc1OC	-8.2%	24.9
COc1ccccc1N(CC(=O)NCCSc1ccccc1)S(C)(=O)=O	3.0%	.
COc1cccc(C(=O)SC2=NCCS2)c1	2.6%	.
Clc1ccc(COC(Cn2ccnc2)c2ccc(Cl)cc2Cl)c(Cl)c1 (stereo unspecified)	-1.1%	.
COc1cccc(-n2c(SCC#N)nnc2-c2cnccn2)c1	1.7%	.
O=C1OC2CC3CC1CC(O)(C3)C2 (stereo unspecified)	-0.2%	9.2
Cc1cccc(NC(=O)COC(=O)c2cc(C)oc2C)c1	-1.0%	8.1
CCCCNC(=O)C1CC(=O)N(C2CCCCC2)C1 (stereo unspecified)	3.8%	3.2
CCOC(=O)C1C(=O)N(O)CC1c1cccc(Oc2ccccc2)c1 (stereo unspecified)	2.3%	5.8

Following part.
SMILES	GlmU inhibition	Mtb RmlCD inh
CCOc1cccc(CNc2ccc(O)cc2)c1OCc1ccc(Cl)cc1	-2.7%	.
COc1ccc(C)cc1NC(=O)c1ccc2c(SCC(=O)O)c3c(nc2c1)CCCC3	3.8%	30.1
CCOc1cc(CN2CCN(C(=O)c3ccco3)CC2)ccc1OC	6.8%	.
O=C(Nc1ncc(Cc2ccc(C(F)(F)F)cc2)s1)c1ccc(-c2cccc([N+](=O)[O-])c2)o1	0.3%	85.1
Nc1nc(-c2nonc2N)no1	0.4%	-20.3
CC(Sc1nc2nn(-c3ccccc3)c(=O)c-2c2n1CCCCC2)C(N)=O (stereo unspecified)	3.2%	-3.6
C/C(=N\O)c1ccc2c3ccccc3n(C)c2c1	-4.6%	76.1
CCn1c(SCC(=O)Nc2ccccc2N2CCOCC2)nnc1-c1ccccc1O	-1.4%	-8.6
COC(=O)c1ccc(CSc2nnc(C)n2N)o1	1.8%	.
NNC(=O)Cn1nnc(-c2ccc(C(F)(F)F)cc2)n1	7.7%	2.0
O=C(CCNC(=O)c1ccco1)NCc1ccccc1	-1.5%	-4.6
Cc1cc(NC(=O)CSC2=Nc3ccccc3C3=NC(Cc4ccccc4)C(=O)N23)n[nH]1 (stereo unspecified)	-1.2%	15.4
COc1nc(OC)nc(N2CCC(C(=O)NC3CCCCCC3)CC2)n1	-1.4%	.
CCCc1nc2n[nH]c(N)c2c2c1CCCC2	-3.2%	10.3
COc1ccccc1Cn1c(=S)[nH]c2cc(C(=O)N3CCN(C)CC3)ccc2c1=O	-1.1%	9.2
COc1ccc(C(C(=O)NC2CCCCC2)N(C(=O)c2sc(C)nc2C)c2ccc(C(C)=O)cc2)cc1 (stereo unspecified)	-1.7%	.
COCCNC(=O)C(=O)N/N=C(\C)CC(=O)Nc1ccc2c(c1)OCO2	-8.3%	3.2
CC1(C)Cc2c(sc3nc(-c4ccccc4)oc(=O)c23)CO1	-0.3%	.
CCCc1n(CC(O)COCC2CC=CCC2)c2ccccc2[n+]1C (stereo unspecified)	0.2%	4.1
CCc1[nH]nc(C(=O)N2CCCC(CCC(=O)N3CCN(c4ccccn4)CC3)C2)c1C (stereo unspecified)	8.4%	-3.0
CCOC(=O)C1CCN(C(=O)CC(C)c2ccccc2)CC1 (stereo unspecified)	2.4%	.
FC(F)(F)c1cnc(NNC(=S)Nc2cccnc2)c(Cl)c1	2.7%	3.1
COc1cccc(OC)c1C(=O)N1CCN(Cc2ccncc2)CC1	1.4%	.
O=C(CSc1ccc(Br)c2cccc(Cl)c12)Nc1ccc(S(=O)(=O)Nc2nccs2)cc1	6.0%	-7.3
O=[N+]([O-])c1cc(C(F)(F)F)ccc1N1CCN(S(=O)(=O)c2ccc3c(c2)CCCC3)CC1	1.1%	9.1
COCCn1nnnc1C(c1cccc(C#N)c1)N1CCCCCC1 (stereo unspecified)	-3.4%	6.3
Cc1ccc(NC(=O)c2nc[nH]c2C(=O)N[C@@H](C)c2ccccc2)cc1	1.0%	.
CCOCC(=O)Nc1c(C(=O)Nc2ccccc2OC)oc2ccccc12	-1.1%	6.1
N#C/C(=C1/CCCCCN1)c1nc2ccccc2[nH]1	6.4%	8.2
CCCCCC(=O)Nc1ccc(-c2cn3cccnc3n2)cc1	-1.7%	-3.0

Entries listed so far that contain a furan ring, fused or not (nine):
SMILES	GlmU inhibition	Mtb RmlCD inh
O=C(Cn1cnc2scc(-c3cccc([N+](=O)[O-])c3)c2c1=O)NCc1ccco1	4.2%	15.2
Cc1csc(=Nc2ccccc2)n1Cc1ccco1	-2.5%	9.7
O=C(NC(=S)NCCC1=CCCCC1)c1ccco1	-3.0%	9.6
Cc1cccc(NC(=O)COC(=O)c2cc(C)oc2C)c1	-1.0%	8.1
CCOc1cc(CN2CCN(C(=O)c3ccco3)CC2)ccc1OC	6.8%	.
O=C(Nc1ncc(Cc2ccc(C(F)(F)F)cc2)s1)c1ccc(-c2cccc([N+](=O)[O-])c2)o1	0.3%	85.1
COC(=O)c1ccc(CSc2nnc(C)n2N)o1	1.8%	.
O=C(CCNC(=O)c1ccco1)NCc1ccccc1	-1.5%	-4.6
CCOCC(=O)Nc1c(C(=O)Nc2ccccc2OC)oc2ccccc12	-1.1%	6.1

The main list resumes, repeating the 2 entries before the break.
SMILES	GlmU inhibition	Mtb RmlCD inh
N#C/C(=C1/CCCCCN1)c1nc2ccccc2[nH]1	6.4%	8.2
CCCCCC(=O)Nc1ccc(-c2cn3cccnc3n2)cc1	-1.7%	-3.0
O=C(NCc1ccc(F)cc1)C1CCN(C(=O)NCc2ccccc2)CC1	3.9%	0.5
Cc1cc(C)n(-c2ccc(C(=O)NC3CCCCC3)cc2)n1	-5.9%	-12.2
CCC1CCCCN1C(=O)CSc1nc(N)c(NC(=O)c2ccco2)c(=O)[nH]1 (stereo unspecified)	6.4%	32.0
Cc1cccc(N2C(=O)CC(SC(N)=Nc3ccccc3)C2=O)c1 (stereo unspecified)	0.4%	.
CC(=O)N(C(C)=O)N1C(=O)C2C3c4ccccc4C(c4ccccc43)C2C1=O (stereo unspecified)	1.1%	0.2
c1ccc(N2CCN(c3nc(NCc4ccco4)c4ccccc4n3)CC2)cc1	-0.8%	-3.2
O=c1c2ccccc2[nH]c(=S)n1CC1CCCO1 (stereo unspecified)	0.1%	.
Cc1ccc2cc(/C=C3\N=C(c4ccccc4)OC3=O)c(N3CCOCC3)nc2c1	3.1%	.
NNC(=O)[C@@H]1C[C@@H]1c1ccccc1	2.6%	.
CC1CC(=O)NN=C1c1cccs1 (stereo unspecified)	-7.2%	.
O=C(O)CCCC(=O)N1CCN(C(c2ccccc2)c2ccccc2)CC1	-3.3%	22.9
O=C(CCCN1C(=O)c2ccccc2C1=O)N1CCN(c2ccccn2)CC1	-0.7%	-11.5
Cc1ccc(CSc2nc3c(c(=O)[nH]2)CCC3)cc1	-5.7%	0.6
Cc1cccc(NC(=O)C2CCCN2/C=C/C(=O)C(F)(F)F)c1C (stereo unspecified)	-2.5%	-6.8
CCn1nc(C)c(CNC(=O)Nc2ccc3c(c2)OCO3)c1C	-1.5%	-0.1
CC(C)(C)NC(=O)c1ccc2nsnc2c1	0.5%	.
O=C(Nc1ccon1)c1ccc(OC2CCCC2)cc1	-7.6%	8.0
COc1cc(/C=N/NC(=O)c2ccncc2)ccc1OCCN1CCCCC1	9.0%	2.2
COC(=O)c1c(C)[nH]c(C(=O)CSc2ncnc3sc(-c4ccccc4)cc23)c1C	-0.1%	0.9
Cc1cc(C)cc(OC(=O)CCN2C(=O)c3ccccc3C2=O)c1	2.9%	.
CCN(Cc1cnn(C)c1)C(=O)CC1C(=O)NCCN1Cc1cccc(OC)c1OC (stereo unspecified)	1.4%	84.9
Cn1c(=O)cc(SCC(=O)N2CCOCC2)c2ccc(Cl)cc21	0.8%	.
CCCCn1c(C(C)NC(=O)c2cccs2)nc2ccccc21 (stereo unspecified)	-1.9%	-7.2
C=CCO/N=C/C1C(=O)CC(C)(C)CC1=O	-5.6%	-6.9
COc1cc2cc(CN(Cc3cccnc3)C(=O)Nc3ccccc3)c(=O)[nH]c2cc1OC	2.0%	.

Screens as filed in PubChem.
